Source: PubChem
DNMT1 inh = DNMT1 (human) enzyme inhibition | P26358 | DNMT1 molecular beacon, Hinp1I cleavage, fluorescence | inhibition (reported as % activation of signal), % at 10 µM | 360,000 compounds, 0.83% hits | AID 588458; in the data active means inhibition above about 50%
SUMO1 PPI mod = modulators of human SUMO1-mediated protein-protein interactions; P63165; 360,000 compounds, 0.33% hits; inhibition, % at 20 µM; SUMO1 binding to a labelled peptide, TR-FRET, 1 h; in the data active means inhibition above about 37%
Target sequence (P63165 whole entry, looked up): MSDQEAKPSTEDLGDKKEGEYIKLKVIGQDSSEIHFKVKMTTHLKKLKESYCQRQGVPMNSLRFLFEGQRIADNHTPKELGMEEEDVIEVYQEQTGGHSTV
NRP1-CendR mod = modulators of CendR peptide binding to human neuropilin-1. inhibition, % at 25 µM. 360,000 compounds, 0.85% hits. FAM-RPARPAR peptide binding to NRP-1, fluorescence polarization. O14786;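 active means inhibition or corrected inhibition above about 18%, plus a signal ratio from 0.5 to 1.5, limit read from the data, passing the limit was not always enough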; further: strong numbers were not always called active
Target sequence (O14786 whole entry, looked up): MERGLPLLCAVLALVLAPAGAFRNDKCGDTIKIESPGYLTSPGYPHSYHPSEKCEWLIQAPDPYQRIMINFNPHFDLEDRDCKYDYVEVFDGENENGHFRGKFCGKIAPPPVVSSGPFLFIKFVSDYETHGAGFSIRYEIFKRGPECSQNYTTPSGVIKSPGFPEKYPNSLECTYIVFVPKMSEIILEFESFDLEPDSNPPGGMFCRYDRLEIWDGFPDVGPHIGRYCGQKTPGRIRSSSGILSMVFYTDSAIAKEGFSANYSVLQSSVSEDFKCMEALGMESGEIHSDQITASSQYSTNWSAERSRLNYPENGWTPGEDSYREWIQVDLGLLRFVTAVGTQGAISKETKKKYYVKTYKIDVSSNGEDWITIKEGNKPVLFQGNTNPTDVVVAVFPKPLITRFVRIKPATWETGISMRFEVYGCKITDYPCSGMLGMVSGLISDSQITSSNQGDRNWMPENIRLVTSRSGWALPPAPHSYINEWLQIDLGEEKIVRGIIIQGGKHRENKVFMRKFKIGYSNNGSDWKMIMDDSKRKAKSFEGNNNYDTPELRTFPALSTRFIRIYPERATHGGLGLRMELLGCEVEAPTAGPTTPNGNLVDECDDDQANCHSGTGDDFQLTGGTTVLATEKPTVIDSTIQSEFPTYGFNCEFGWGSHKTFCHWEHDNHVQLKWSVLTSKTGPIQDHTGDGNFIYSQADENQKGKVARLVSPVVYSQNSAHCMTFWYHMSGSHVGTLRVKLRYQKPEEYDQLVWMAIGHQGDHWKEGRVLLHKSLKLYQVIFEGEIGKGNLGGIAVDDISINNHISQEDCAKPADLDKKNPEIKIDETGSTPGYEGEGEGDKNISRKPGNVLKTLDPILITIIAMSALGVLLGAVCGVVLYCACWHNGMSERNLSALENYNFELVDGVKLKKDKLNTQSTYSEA
SKN-1 inh = blocks SKN-1 activity in C. elegans; inhibition, % at 21.8 µM; C. elegans VP596 Pgst-4::GFP/RFP ratio, acrylamide-induced, 24 h; 360,000 compounds, 0.49% hits;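 active means interference check ratio from 0.5 to 1.5 plus GFP to RFP signal ratio inhibition reaching or exceeding a fixed threshold, cut at about 30% in these data, passing the limit was not always enough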; further: some compounds called inactive have numbers as strong as hits
NadD block = blocks S. aureus nicotinate mononucleotide adenylyltransferase | 360,000 compounds, 0.78% hits | inhibition, % at 20 µM | purified NadD enzyme, colorimetric absorbance read-out; in the data active means inhibition above about 26%; further: some compounds past the cut are filed as inactive
Rpn11 block = Rpn11 (human) deubiquitinase inhibition; O00487; human 26S proteasome, Ub4-pepOG fluorescence polarization; 20S core pre-blocked with epoxomicin; calls only at 20 µM; 360,000 compounds, 0.59% hits; AID 588493;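 active means inhibition at 20 µM, scaled to each plate's controls, above about 33%, limit read from the data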
Scp1 inh = inhibitors of human Scp-1 phosphatase. Q9GZU7. 340,000 compounds, 0.88% hits. Recombinant Scp1, phosphopeptide, malachite green phosphate absorbance. inhibition, % at 20 µM;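 active means inhibition above about 50% at 20 µM, limit read from the data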;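 further: plate controls were DMSO wells with enzyme for no effect and wells lacking enzyme for full effect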
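Test system – truncated SCP-1 phosphatase (76-261aa) · Reagent – Phosphorylated 17-residue peptide substrate · Incubation – 45 min room-temperature reaction, 5 min colour, 30 min stabiliser · Detection – colorimetric phosphate reagent with accelerator and stabiliser, absorbance at 630 nm · Measure – % inhibition at 20 µM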
MT1-MMP act inh = blocks activation of human MT1-MMP; P50281; HT1080 RFP-PRO-GFP cells, GFP/RFP ratio fluorescence, overnight; percent of plate control window, DMSO zero; GFP/RFP ratio change, % at 20 µM; 360,000 compounds, 0.061% hits; AID 651647;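 active means GFP/RFP ratio change of at least 30% with cell ATP level not reduced by more than half and red fluorescence within 50% of control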; further: strong numbers were not always called active
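Material – HT1080 RFP-PRO-GFP cells · Control set – DMSO wells and RFP-L50D-GFP cells · Incubation – overnight cell settling, then overnight compound exposure, 37 °C, 5% CO2 · Compound dosing – single-point 20 µM compound, 1% DMSO · Read-out – GFP/RFP fluorescence ratio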
LMPTP block = blocks human LMPTP phosphatase; P24666; recombinant LMPTP-A, OMFP fluorogenic substrate, fluorescence intensity; inhibition, % at 20 µM; 360,000 compounds, 0.22% hits;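 active means compounds that cut the enzyme signal by at least half of the control window in the single-dose screen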;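 further: plate controls were DMSO wells with enzyme plus substrate for no effect and substrate without enzyme for full effect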
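Assay system: LMPTP-A enzyme. Input: 0.625 nM LMPTP-A final. Probe or stimulus: 400 µM OMFP. Compound dosing: single 20 µM dose. Schedule: 50 min dark incubation at room temperature. Detection: fluorescence intensity of OMFP turnover product. Read-out: percent inhibition versus substrate-only and uninhibited controls. Benchmarks: no-enzyme low control, uninhibited high control.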
STEP block = blocks human striatal-enriched tyrosine phosphatase; P54829; recombinant STEP, OMFP fluorogenic substrate, fluorescence; inhibition, % at 20 µM; 360,000 compounds, 0.25% hits; AID 588621;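 active means inhibition at 20 µM, scaled per plate between control wells, above about 37%, limit read from the data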;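 further: 0% = DMSO with enzyme and substrate and 100% = substrate only without enzyme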
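Material: STEP (striatal-enriched tyrosine phosphatase) enzyme, cell-free; Compound dosing: 20 µM single dose in 1% DMSO; Technique: fluorescence read at 480 nm ex / 540 nm em; Times: reaction 20 min, ambient temperature; Medium: 50 mM Bis-Tris pH 6.0 with 2.5 mM DTT and 0.005% Tween 20; Also added: OMFP at 25 µM.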
Numbers without * were called inactive; i = inactive; . = not tested or not shown.

cpd	Molecule	STEP block	NadD block	Rpn11 block	Scp1 inh	SKN-1 inh	LMPTP block	SUMO1 PPI mod	NRP1-CendR mod	MT1-MMP act inh	DNMT1 inh
1	Cc1c(Br)cc(C(=O)OC2CCN(C)CC2)c(C)c1C	-0.6	-9.8	i	-2.7	16.5	-4.6	0.0	9.4	0.9	0.3
2	Cc1ccc(-n2c(=O)c3sccc3n(CC(=O)NCC3CCCO3)c2=O)cc1F (configuration not stated)	-4.2	-3.4	i	-10.1	4.6	-0.8	4.8	11.0	-0.4	-2.4
3	COC(=O)CN1C(=O)C(O)(CC(=O)c2cccc(Br)c2)c2ccccc21 (configuration not stated)	1.3	-1.2	i	-9.1	3.0	-1.3	-3.2	7.0	-1.5	-0.1
4	C[C@H]1CN([C@@H](C)CO)C(=O)Cc2cc(NC(=O)CCC(F)(F)F)ccc2O[C@H]1CN(C)Cc1ccc(-c2ccccc2)cc1	0.4	-11.3	i	1.9	3.4	-0.1	4.2	-3.5	0.6	-27.8
5	O=C(COC(=O)c1cnc(Cl)c(Cl)c1)NC1CC1	-2.9	-0.4	i	-2.7	9.2	0.5	4.7	11.1	-0.4	0.5
6	O=C(COc1ccccc1)OCc1csc(Nc2ccccc2)n1	0.7	-5.0	i	-3.4	5.1	2.2	-1.5	1.0	0.3	-6.7
7	CN(C)Cc1nc2ccccc2c(=O)n1CC#N	-1.8	-6.6	i	0.1	-7.1	-1.0	-6.6	2.7	-5.3	-1.0
8	CC(OC(=O)Cn1nnc2ccccc21)C(=O)NC1CCCC1 (configuration not stated)	-3.8	-6.8	i	-7.4	11.3	-2.3	8.6	-5.6	-0.4	-0.5
9	COc1ccccc1NC(=O)c1ccccc1C(=O)O	4.9	-2.9	i	-5.0	-7.5	-1.7	8.0	0.1	-0.4	3.3
10	CC(=C/C(=O)O)/C=C/c1ccco1	-1.0	-4.2	i	9.2	-8.8	-1.9	0.5	-21.5	-1.5	8.5
11	CC1CCCCC1NC(=O)c1ccco1 (configuration not stated)	0.5	-3.9	i	-2.3	8.0	-0.1	0.7	7.4	2.8	0.4
12	O=C(c1ccc(F)cc1)C1CCN(Cc2cn[nH]c2-c2ccccc2)CC1	0.1	2.8	i	-10.5	-1.6	-1.1	-1.0	-10.4	2.2	0.0
13	COc1ccc(CN(C)C(=O)c2oc3ccccc3c2CSC)cc1F	0.4	-9.1	i	-14.8	-4.5	1.3	3.4	8.9	4.0	-2.5
14	CS(=O)(=O)N(CC(=O)NCCSCc1ccccc1)c1ccccc1Br	0.1	-8.1	i	-6.2	6.8	0.5	4.5	3.9	3.2	-1.4
15	COC(=O)c1ccccc1NC(=O)Cn1c(SC)c(F)cnc1=O	4.2	-3.5	i	-2.4	10.1	-0.9	1.5	-3.4	-0.2	1.6
16	O=C(O)CCC(=O)NNC(=O)CCC(=O)NCc1ccccc1	-2.9	-5.0	i	-1.2	12.4	-1.8	0.1	4.7	1.9	-0.8
17	COc1ccc(Cl)cc1CC1(C)C(=O)Nc2ccc(S(=O)(=O)NC3CCCCC3)cc21 (configuration not stated)	-1.7	-1.3	i	.	-2.9	2.6	2.4	0.0	-10.9	-6.0
18	O=C(CCC(=O)c1ccc(Cl)s1)Nc1ncccc1O	-0.2	2.2	i	-4.3	5.6	-2.3	-2.3	3.8	2.5	6.5
19	CC(=O)N1CCN(c2ccccc2NC(=O)c2ccc3ccccc3c2)CC1	-0.6	-2.8	i	-0.8	-7.8	1.0	-9.1	0.8	-5.3	-0.8
20	CC(Nc1ccccc1)C(=O)Nc1ccc(F)cc1 (configuration not stated)	3.3	2.0	i	4.7	20.6	-1.2	-1.9	-5.0	8.1	-1.9
21	NS(=O)(=O)c1ccc(NC(=O)CCCCC(=O)Nc2ccc(S(N)(=O)=O)cc2)cc1	-0.3	-2.5	i	-12.3	-0.4	-0.4	5.7	-16.8	-4.1	2.5
22	Cc1noc(/C=C/N(C)C)c1S(=O)(=O)N1CCc2ccccc21	1.3	-1.9	i	-14.6	-1.0	0.5	1.5	-14.6	-2.8	-9.3
23	COc1cccc(-c2nc(CS(=O)(=O)CC(=O)N3CCN(c4ccccn4)CC3)c(C)o2)c1	1.5	-7.2	i	2.4	-11.5	0.3	0.9	-9.6	5.6	-5.5
24	COc1ccc(Oc2nc3c(c(=O)n(C)c(=O)n3C)n2Cc2ccccc2)cc1	-0.3	2.1	i	-6.7	17.8	0.8	1.0	1.7	-0.2	7.5
25	COc1cccc(N(CC(=O)NC2CCCC2)C(=O)CCCC(=O)Nc2ccccn2)c1	-1.4	-3.7	i	-7.2	5.0	-1.3	1.6	2.3	0.5	2.2

Entries by screen from above.
Nos. 8 to 15 in STEP block read -3.8, 4.9, -1.0, 0.5, 0.1, 0.4, 0.1, 4.2

Following part
cpd	Molecule	STEP block	NadD block	Rpn11 block	Scp1 inh	SKN-1 inh	LMPTP block	SUMO1 PPI mod	NRP1-CendR mod	MT1-MMP act inh	DNMT1 inh
26	C=CCn1c(SCC(=O)NC2CCCC2)nc2scc(-c3ccco3)c2c1=O	9.8	24.6	i	0.7	4.6	5.8	2.8	-38.3	-18.6	51.9*
27	Cn1c(SCc2cccnc2)nc2c(c1=O)SCC2	0.6	0.2	i	-6.2	2.7	2.8	1.9	-10.4	-1.4	4.2
28	COc1ccc(C(CC(=O)N2CCCC(C)C2)c2c(OC)cc(OC)c3ccc(=O)oc23)cc1 (configuration not stated)	-3.3	9.4	i	3.9	-10.4	-0.1	-1.7	-4.8	1.0	7.1
29	CCCCCc1ccnc(CC(=O)c2ccc(OC)cc2)c1	0.0	1.3	i	94.0*	-10.7	-1.3	-3.1	-9.5	-3.6	-0.1
30	CCCCC1(C)Cc2ccccc2C(=S)N1 (configuration not stated)	3.9	-0.7	i	-2.2	16.2	-0.4	1.1	1.2	2.6	1.6
31	CCN(Cc1ccccc1)C(=O)CS(=O)(=O)c1ccccc1	2.3	-0.4	i	-5.4	6.3	-0.2	-1.3	8.7	0.6	-0.8
32	COC(=O)c1ccc(CN2CCCC(C(=O)c3cc(F)ccc3OC)C2)cc1 (configuration not stated)	-0.4	-4.5	i	1.2	-12.5	-1.2	0.2	-5.2	1.4	4.2
33	O=C1CCCc2c1nc(-c1ccc([N+](=O)[O-])cc1)n2O	1.7	1.7	i	8.2	10.2	-1.9	-23.0	1.9	0.2	-2.4
34	C=CCn1c(COc2ccccc2)nc2ccccc21	1.8	4.0	i	-2.4	12.8	0.7	8.7	-4.8	-2.5	-1.0
35	COC(=O)c1ccccc1NC(=O)C1CCN(c2ncnc3c2nc2n3CCCCC2)CC1	0.2	-5.8	i	9.8	8.3	-0.9	1.0	-1.7	-0.5	-3.4
36	CSC(=Nc1ccccc1)C1=C(O)COC1=O	-1.8	1.4	i	-3.2	-0.4	0.3	-2.6	-0.1	-1.3	-1.7
37	N=c1c2cn[nH]c2nc(SCC(=O)c2ccc(Br)cc2)n1-c1ccc(Br)cc1	4.0	1.9	i	-6.1	9.7	0.4	3.7	-4.6	-0.9	25.2
38	Cc1nn(C)c(C)c1/C=C(\C#N)C(N)=O	3.3	-1.0	i	-4.6	-10.9	-1.4	-1.8	-1.9	0.0	1.2
39	CC(C)(C)NC(=O)c1cccc(NC(=O)Cc2ccc(Br)cc2)c1	-2.8	-4.7	i	-10.3	5.4	0.3	2.6	-2.4	0.6	0.9
40	COc1ccc(OCc2nnc(SCC(=O)c3ccccc3)o2)cc1	4.2	-7.6	i	-15.0	-15.6	0.7	3.6	-8.9	4.3	2.0
41	Cc1ccsc1-c1cc2nc(NCCCN(C)C)n(C)c(=O)c2s1	0.4	-6.0	i	.	-4.2	-0.5	-46.9	-8.5	3.0	-4.2
42	O=C(COC(=O)c1ccc(O)cc1)NCCc1c[nH]c2ccccc12	-3.2	-4.6	i	-9.0	-3.1	-1.6	5.2	-8.5	-6.2	-11.4
43	Cc1ccc(S(=O)(=O)N2[C@@H](Cc3ccccc3)CO[C@H]2CC(=O)c2ccc(F)cc2)cc1	.	.	.	.	-7.0	3.4	-1.8	-2.1	-6.3	.
44	COc1cc2c(cc1OC)-c1cc(OCc3ccccc3Cl)nc(=O)n1CC2	-0.1	4.7	i	5.9	14.3	1.7	20.4	-8.6	-2.6	-2.2
45	Clc1ccccc1-c1nnc2sc(-c3ccccn3)nn12	1.6	1.7	i	11.2	-5.6	0.2	5.7	-22.3	-3.4	6.8
46	CC1Sc2ccc(C(=O)O)cc2NC1=O (configuration not stated)	2.1	-4.9	i	11.2	-1.1	-2.4	3.5	-9.3	-0.8	-0.6
47	Cc1ccc(NC(=O)CC2Oc3ccc(C)cc3NC2=O)c(C)c1 (configuration not stated)	-4.3	-8.4	i	-0.9	-8.4	-1.1	-3.4	-1.4	-4.3	1.9
48	CCCn1c(=S)[nH]c2sc3c(c2c1=O)CCCC3	2.3	7.4	i	-4.7	-0.5	4.8	3.4	10.8	-0.3	1.1
49	COCCN1C(=O)N(c2cccc(OC)c2)C(=O)C1CC(=O)Nc1cccc(F)c1 (configuration not stated)	-1.5	-0.2	i	0.4	-2.6	-0.1	4.1	4.1	-4.1	-2.1

6 compounds picked at random from the list so far, as already listed:
cpd	Molecule	STEP block	NadD block	Rpn11 block	Scp1 inh	SKN-1 inh	LMPTP block	SUMO1 PPI mod	NRP1-CendR mod	MT1-MMP act inh	DNMT1 inh
44	COc1cc2c(cc1OC)-c1cc(OCc3ccccc3Cl)nc(=O)n1CC2	-0.1	4.7	i	5.9	14.3	1.7	20.4	-8.6	-2.6	-2.2
35	COC(=O)c1ccccc1NC(=O)C1CCN(c2ncnc3c2nc2n3CCCCC2)CC1	0.2	-5.8	i	9.8	8.3	-0.9	1.0	-1.7	-0.5	-3.4
32	COC(=O)c1ccc(CN2CCCC(C(=O)c3cc(F)ccc3OC)C2)cc1 (configuration not stated)	-0.4	-4.5	i	1.2	-12.5	-1.2	0.2	-5.2	1.4	4.2
31	CCN(Cc1ccccc1)C(=O)CS(=O)(=O)c1ccccc1	2.3	-0.4	i	-5.4	6.3	-0.2	-1.3	8.7	0.6	-0.8
38	Cc1nn(C)c(C)c1/C=C(\C#N)C(N)=O	3.3	-1.0	i	-4.6	-10.9	-1.4	-1.8	-1.9	0.0	1.2
46	CC1Sc2ccc(C(=O)O)cc2NC1=O (configuration not stated)	2.1	-4.9	i	11.2	-1.1	-2.4	3.5	-9.3	-0.8	-0.6
